Compound activity (PubChem BioAssay)
LYPLA1 inh = blocks human lysophospholipase 1, a PME1 counter-screen; inhibition, % at 5.9 µM; O75608; recombinant LYPLA1, FP-Rh probe fluorescence polarization; 320,000 compounds, 0.16% hits;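 active = inhibition above the mean of all tested compounds plus 3 SD, set per campaign, cut at about 14% in these data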;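 also: inhibitors block serine hydrolase probe labeling of LYPLA1 so polarization falls; 0% = enzyme with DMSO and 100% = wells lacking LYPLA1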
PME-1 primary = blocks human protein phosphatase methylesterase 1; Q9Y570; inhibition, % at 5.9 µM; 320,000 compounds, 0.53% hits; recombinant PME-1, FP-Rh probe fluorescence polarization;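 active = inhibition above the campaign mean of all compounds plus 3 SD, cut at about 26% in these data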;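 also: competitive labeling of PME-1 active site by serine hydrolase directed probe; 0% = PME-1 with DMSO and 100% = wells lacking PME-1 enzyme; inhibitors block probe labeling so polarization falls and inhibition rises; many of its hits are not listed in these tables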
Target sequence (Q9Y570 whole entry, looked up): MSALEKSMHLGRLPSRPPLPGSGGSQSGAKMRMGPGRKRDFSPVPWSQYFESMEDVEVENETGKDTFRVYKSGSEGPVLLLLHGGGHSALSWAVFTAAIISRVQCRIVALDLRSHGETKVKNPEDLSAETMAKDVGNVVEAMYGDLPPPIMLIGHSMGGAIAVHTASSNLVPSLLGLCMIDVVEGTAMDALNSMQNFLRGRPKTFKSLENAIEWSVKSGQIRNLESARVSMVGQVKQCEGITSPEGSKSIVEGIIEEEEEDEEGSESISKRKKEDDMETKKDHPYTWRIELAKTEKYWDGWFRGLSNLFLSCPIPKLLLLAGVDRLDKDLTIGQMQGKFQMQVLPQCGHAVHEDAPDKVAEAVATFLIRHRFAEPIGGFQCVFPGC
PAFAH2 FP inh = PAFAH2 (human) inhibition; Q99487; AID 492956; inhibition, % at 3.39 µM; 340,000 compounds, 0.99% hits; recombinant PAFAH2, FP-rhodamine activity probe, fluorescence polarization;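 active = inhibition above the mean over all tested compounds plus 3 SD, cut at about 30% in these data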;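 also: inhibitors block probe labeling of enzyme so polarization drops; 0% = enzyme with DMSO and 100% = wells lacking PAFAH2 protein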
PAFAH1B3 FP inh = blocks human PAF acetylhydrolase 1B catalytic subunit 3; 340,000 compounds, 0.28% hits; recombinant PAFAH1B3, FP-rhodamine probe, fluorescence polarization; inhibition, % at 3.39 µM;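 active = inhibition above the screen-wide average of all tested compounds plus 3 SD, cut at about 25% in these data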;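 also: 0% = enzyme with DMSO only and 100% = wells lacking PAFAH1B3 protein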
PAD4 FP inh = inhibitors of human PAD4; Q9UM07; recombinant PAD4, RCA probe fluorescence polarization; inhibition, % at 6.36 µM; 330,000 compounds, 0.41% hits;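 active = percent inhibition above a cutoff equal to the mean of all tested compounds plus 3 SD, cut at about 15% in these data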;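 also: 0% = PAD4 with RCA probe and DMSO and 100% = probe without PAD4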
Target sequence (Q9UM07 whole entry, looked up): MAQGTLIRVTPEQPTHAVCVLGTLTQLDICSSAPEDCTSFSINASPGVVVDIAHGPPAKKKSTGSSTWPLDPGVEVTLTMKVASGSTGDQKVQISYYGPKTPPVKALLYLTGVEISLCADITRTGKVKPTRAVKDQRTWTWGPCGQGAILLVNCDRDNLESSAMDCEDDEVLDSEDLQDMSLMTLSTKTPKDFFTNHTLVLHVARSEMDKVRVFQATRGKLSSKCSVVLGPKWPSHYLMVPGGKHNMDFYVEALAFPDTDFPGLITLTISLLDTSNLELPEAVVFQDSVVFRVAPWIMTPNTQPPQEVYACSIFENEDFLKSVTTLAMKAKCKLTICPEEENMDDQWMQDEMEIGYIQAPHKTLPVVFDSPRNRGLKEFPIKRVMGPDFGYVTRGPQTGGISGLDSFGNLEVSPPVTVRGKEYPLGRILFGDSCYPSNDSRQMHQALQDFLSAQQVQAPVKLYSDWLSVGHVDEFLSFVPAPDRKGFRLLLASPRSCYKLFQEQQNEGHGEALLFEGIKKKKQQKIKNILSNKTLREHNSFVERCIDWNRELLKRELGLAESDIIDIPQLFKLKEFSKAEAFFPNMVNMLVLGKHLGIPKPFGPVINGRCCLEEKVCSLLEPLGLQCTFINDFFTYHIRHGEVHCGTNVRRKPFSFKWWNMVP
GSTO1 counter = GSTO1 inhibition, counter-screen for RBBP9 inhibitors; P78417; recombinant GSTO1, activity-based probe fluorescence polarization; inhibition, % at 5.96 µM; 300,000 compounds, 1.1% hits;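 active = inhibition above the campaign mean inhibition plus 3 SD, cut at about 35% in these data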;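 also: 0% = GSTO1-1 with DMSO and 100% = wells lacking GSTO1-1 enzyme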
PAFAH1B2 inh = PAFAH1B2 (human) inhibition. P68402. recombinant PAFAH1B2, FP-rhodamine activity probe, fluorescence polarization. inhibition, % at 3.39 µM. 340,000 compounds, 1.2% hits. AID 492953;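 active = inhibition above the mean of all tested compounds plus 3 SD, cut at about 24% in these data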;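 also: 0% = enzyme with DMSO and 100% = wells lacking PAFAH1B2; many of its hits are not listed in these tables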
LYPLA2 inh = blocks human lysophospholipase 2, a PME1 counter-screen; O95372; recombinant LYPLA2, FP-Rh probe fluorescence polarization; inhibition, % at 5.9 µM; 320,000 compounds, 0.38% hits; AID 2177;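 active = inhibition above the screen-wide mean plus 3 SD, limit set per campaign, cut at about 26% in these data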;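 also: 0% = LYPLA2 with DMSO and 100% = wells lacking LYPLA2 enzyme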
pPAFAH inh = inhibitors of human plasma PAF acetylhydrolase (pPAFAH) | AID 463082 | 330,000 compounds, 1.5% hits | inhibition, % at 3.39 µM | recombinant pPAFAH, FP-rhodamine probe fluorescence polarization | Q13093;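 active = inhibition above the mean inhibition across the screen plus 3 SD, cut at about 25% in these data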;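 also: inhibitors block binding of the rhodamine activity-based probe so polarization drops; 0% = enzyme with DMSO and 100% = wells lacking pPAFAH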
* marks the source's active call; other numbers are inactive results; . = no result given.

SMILES | LYPLA1 inh | PME-1 primary | PAFAH2 FP inh | PAFAH1B3 FP inh | PAD4 FP inh | GSTO1 counter | PAFAH1B2 inh | LYPLA2 inh | pPAFAH inh
CCOc1ccc(NC(=O)CN(C)C(=O)c2ccc(N3CCOCC3)c([N+](=O)[O-])c2)cc1OCC | 2 | 0 | -1 | -1 | -1 | 2 | 2 | 3 | -4
CN(NC(=O)c1ccccc1)C1=NS(=O)(=O)c2ccccc21 | -2 | -2 | 4 | 1 | 4 | -8 | 3 | -2 | 3
Clc1ss/c(=N\c2ccccn2)c1Cl | 0 | 2 | 2 | 2 | -3 | 61* | 5 | 1 | 3
Cc1ccc(S(=O)(=O)NCCC(=O)NCc2cccnc2)cc1 | 3 | -3 | 8 | 0 | 1 | 2 | 7 | 3 | 5
COc1ccccc1N1CCN(C(=O)COc2cccc(C)c2C)CC1 | 2 | -1 | 6 | 5 | -1 | 0 | -1 | -3 | 1
O=Cc1ccnc(-c2ccc(OC(=O)c3ccco3)cc2)n1 | -2 | -1 | 2 | 5 | 0 | 11 | 2 | 0 | -5
Cc1ccc(C)c(OCCC(=O)Nc2ccc(S(=O)(=O)N3CCCC3)cc2)c1 | -9 | 4 | -4 | 4 | 0 | . | 3 | -5 | -9
CN(C)CCO[C@@H](c1ccc(Cl)cc1)c1ccccn1 | 0 | -4 | -2 | 5 | -3 | 3 | -1 | -6 | 27*
COc1ccc(-c2nn(-c3ccccc3)cc2C#N)cc1 | -1 | 0 | 2 | 6 | 0 | -2 | 4 | 4 | 2
O=C(NNC(=O)C1COc2ccccc2O1)c1cccc([N+](=O)[O-])c1 (configuration not stated) | 1 | -3 | 14 | -4 | -2 | 0 | 5 | 1 | 2
Cc1ccc(S(=O)(=O)NCC(=O)OCC(=O)N2CCN(C(=O)c3ccco3)CC2)cc1C | 1 | 5 | 7 | 4 | 4 | 0 | 6 | 3 | 7
Cc1c(NC(=S)N/N=C/c2ccc([N+](=O)[O-])cc2O)c(=O)n(-c2ccccc2)n1C | 2 | 2 | 21 | 3 | -2 | -6 | 16 | 5 | 5
O=C(COc1ccc(-n2ccnc2)cc1)Nc1cccc(F)c1 | 0 | -10 | 1 | -1 | -3 | -7 | 1 | 3 | -3
Cc1ccc(CNc2oc(COc3ccccc3Cl)nc2C#N)cc1 | -10 | -1 | -8 | 2 | -4 | 8 | 14 | -5 | 0
CCOC(=O)C1CCN(c2c(NCc3ccc(N(C)C)cc3)c(=O)c2=O)CC1 | 10 | -3 | 0 | -3 | 1 | 6 | 2 | 8 | -4
COc1ccc(S(=O)(=O)N2CCN(CC(=O)Nc3sccc3C(N)=O)CC2)cc1OC | 1 | 8 | -13 | 11 | 4 | . | -10 | 3 | 2
COc1ccc(S(=O)(=O)Nc2cc3c4c(c2)CCN4C(=O)CC3)cc1C | 2 | 5 | -1 | 6 | -4 | 5 | 1 | 4 | 6
CC(=O)c1cccc(NC(=O)c2cc(C)no2)c1 | -1 | 5 | -4 | 0 | 0 | 1 | 0 | 8 | 8
CCc1nc2ccc(F)cc2c(C(=O)NC2CCCCC2C)c1C (configuration not stated) | -4 | -9 | -10 | -1 | -2 | -8 | 9 | 0 | 5
O=C(CSc1nc2[nH]ncc2c(=O)n1-c1ccccc1)N1CCCCCC1 | 4 | 1 | . | . | 2 | -7 | . | -1 | 3
COc1ccccc1NS(=O)(=O)c1cccc(NC(=O)c2[nH]c(C)c(C(C)=O)c2C)c1 | -21 | -7 | -17 | -5 | 0 | -27 | -5 | -24 | -9
Cc1noc(NS(=O)(=O)c2ccc(NC(=O)C(C)(C)C)cc2)c1C | -2 | -2 | -5 | 5 | 1 | -2 | 2 | -1 | 2
COc1ccc(C(=O)Nc2ccccc2N2CCOCC2)cc1S(=O)(=O)N1CCCC1 | -5 | 4 | 8 | 4 | -1 | . | 0 | -4 | 2
CCC12CN3CC(CC)(CN(C1)C3c1ccc(OC(C)C)cc1)C2=O (configuration not stated) | -3 | -2 | -3 | 13 | -1 | -3 | 5 | 4 | 6

The closing 2 records of the part above lead into the next.
SMILES | LYPLA1 inh | PME-1 primary | PAFAH2 FP inh | PAFAH1B3 FP inh | PAD4 FP inh | GSTO1 counter | PAFAH1B2 inh | LYPLA2 inh | pPAFAH inh
COc1ccc(C(=O)Nc2ccccc2N2CCOCC2)cc1S(=O)(=O)N1CCCC1 | -5 | 4 | 8 | 4 | -1 | . | 0 | -4 | 2
CCC12CN3CC(CC)(CN(C1)C3c1ccc(OC(C)C)cc1)C2=O (configuration not stated) | -3 | -2 | -3 | 13 | -1 | -3 | 5 | 4 | 6
Cc1cc(=S)nc(-c2ccccn2)[nH]1 | 3 | 4 | 3 | 0 | 3 | 5 | -1 | 5 | -4
CC(C)CC(CO)N1CCN(C(=O)c2ccccc2)CCC1=O (configuration not stated) | 1 | -1 | 3 | -3 | -4 | 0 | -2 | 5 | 4
CCOc1ccc(/C=C2/SC(=S)N(CCC(=O)Nc3ccc(C(=O)O)cc3)C2=O)cc1 | 3 | 8 | -1 | 5 | 3 | 4 | 0 | 3 | 2
O=C(C1CCCN(S(=O)(=O)c2ccccc2[N+](=O)[O-])C1)N1CCCC1 (configuration not stated) | 0 | 10 | 2 | 3 | 0 | -4 | 0 | -6 | 3
CN(Cc1ccccc1)C(=S)NC(=O)C1CCCCC1 | -3 | -6 | 2 | 11 | 1 | 2 | 4 | -6 | 3
CCCOc1ccc(C(=O)NCc2cccnc2)cc1 | 0 | 6 | -2 | 9 | -3 | -5 | 8 | -5 | 4
CCCCNc1c(-c2cccc(SC3CCCCC3)c2)nc2ccc(Cl)cn12 | -3 | 3 | 4 | 9 | 6 | 2 | 5 | -5 | 8
Cc1ccc(-n2nc(C)c(/C=N/NC(=O)c3cccnc3)c2Cl)cc1 | -2 | -8 | -5 | -6 | -5 | -1 | 2 | -4 | 3
CCCCn1c(SCC(=O)c2ccc3c(c2)OCCO3)nnc1-c1ccco1 | 1 | -2 | -4 | 8 | -7 | -3 | 10 | -4 | 6
CC(C)c1ccc(C(C)NC(=O)C2CCCC2)cc1 (configuration not stated) | 3 | -2 | 4 | 12 | 4 | 1 | 4 | 2 | 3
COCCN(C(=S)Nc1ccccc1C)C(C)c1cccs1 (configuration not stated) | -6 | 4 | 21 | 5 | 8 | -3 | 1 | 0 | 1
O=C(Cn1c(=O)oc2ccccc21)Nc1ccc(S(=O)(=O)N2CCCCC2)cc1 | -17 | -41 | -37 | -14 | 0 | -12 | -9 | -53 | -9
CC(=O)CSc1ccc(C(=O)O)cn1 | 2 | 8 | 1 | -6 | -4 | 1 | -1 | 2 | 3
CN(/C=C/C(=O)C(F)(F)F)Cc1ccccc1 | 4 | -10 | 3 | 3 | 2 | -2 | 1 | -1 | 4
CC(CN1C(C)CCCC1C)OC(=O)c1ccccc1Br (configuration not stated) | 1 | -2 | 2 | 3 | -7 | -1 | 2 | -2 | 1
COC(=O)C1=C(C)N(Cc2ccco2)C(=O)C1 | 2 | -2 | -1 | -2 | 0 | 2 | -1 | 4 | 5
C=CCOC(=O)C1=C(C)NC(C)=C(C(=O)OCC=C)C1c1cn(-c2ccccc2)nc1-c1ccco1 | -1 | -5 | 8 | 0 | 4 | -2 | -1 | 1 | 7
COc1cccc(NC(=O)CCNC(=O)Cn2ccc3ccccc3c2=O)c1 | -1 | -1 | -3 | 9 | 2 | -2 | 0 | -1 | 0
COC(=O)CC1Oc2ccccc2N(Cc2ccccc2)C1=O (configuration not stated) | 1 | 2 | 7 | 7 | -3 | 2 | 0 | 0 | -3
COC(=O)c1ccc(Nc2nc(-c3ccncc3)nc3ccccc23)cc1 | -4 | -10 | -3 | 1 | 1 | -1 | 1 | -7 | -5
O=C(Nc1ccc(Cl)c(Cl)c1)OCCNC(=O)c1cccc(Cl)c1 | -14 | -21 | -7 | -10 | -2 | -7 | 6 | -28 | -7
CCOC(=O)N1CCN(CC(=O)Nc2ccc(OC)cc2)CC1 | 2 | -4 | -5 | 14 | -7 | 6 | 8 | 8 | 0
C1CCc2c(nnc3c2-c2nonc2CC3)C1 | -2 | 0 | 8 | 0 | -4 | 3 | 2 | 2 | 1
COC(=O)c1c(-c2snnc2C)n[nH]c1C | -3 | -1 | 0 | 4 | 2 | 2 | -1 | 1 | 2
CC(C)NCC(O)COc1ccc(COCCOC(C)C)cc1 (configuration not stated) | 0 | -1 | -2 | 0 | -1 | 0 | 0 | 1 | 0
COc1ccc(NC(=O)NCCCN2CCCCC2C)cc1 (configuration not stated) | 1 | -1 | -2 | 5 | -3 | 8 | 0 | 6 | 1
CN(Cc1ccccc1)C(=O)COC(=O)c1cc(NS(=O)(=O)c2cccs2)ccc1O | 2 | -3 | 10 | -1 | 0 | 11 | 11 | 5 | 10
Cc1cc(NCc2ccco2)nc(N2CCC(C(=O)NC3CCCCC3)CC2)n1 | 2 | -2 | 3 | 5 | -6 | -2 | 5 | -1 | 8
CC(C)CC(NC(=O)OC(C)(C)C)c1cn([C@@H](Cc2cc3ccccc3[nH]2)C(=O)N2CCN(C(=O)OC(C)(C)C)CC2)nn1 (some centres not stated) | 0 | 1 | 3 | 7 | -1 | -4 | 8 | 8 | 7
CC1(C)CC(c2nc(-c3ccc(Cl)cc3)cs2)CCS1 (configuration not stated) | 1 | -1 | -2 | 2 | -4 | -2 | -1 | 1 | 2
O=[N+]([O-])c1ccc(N2CCOCC2)cc1O | 1 | -3 | 6 | 1 | 1 | 1 | 4 | 7 | 5
O=C(Nc1ccc2c(c1)OCO2)C1CCCCC1 | 5 | 2 | 0 | 7 | 4 | 1 | 0 | 9 | 2
Cc1ccccc1OCC(=O)NN1C(=O)C2C3C=CC(O3)C2C1=O (configuration not stated) | -3 | -4 | -4 | 9 | -2 | 0 | 3 | 0 | 4
CCc1ccc(N2C(=O)CN(Cc3ccc(OC)c(OC)c3)C2=S)cc1 | -3 | -1 | -3 | 6 | -3 | 17 | 0 | 1 | 6
COc1ccccc1OCCn1cc(/C=N/NC(N)=S)c2ccccc21 | 0 | 6 | -1 | 5 | -4 | 0 | 1 | 13 | 18
Cc1ccccc1OCC(=O)N1CCc2ccccc2C1 | 1 | -5 | -1 | 7 | 0 | 6 | -4 | 2 | 3
C/C(=N\Nc1nc(N)cc(Cl)n1)c1cccc(N)c1 | 0 | -1 | 0 | 15 | -4 | 7 | -2 | 6 | 4
CCCCNC(=O)CSc1nccn1Cc1ccccc1 | 3 | -3 | 3 | 2 | 2 | 8 | 1 | 3 | -3
O=[N+]([O-])c1ccc(Cl)c(S(=O)(=O)Nc2cccc(-c3ccc(N4CCCC4)nn3)c2)c1 | 1 | 11 | 8 | 9 | 1 | 3 | 3 | 3 | 17
CCCCOc1ccc(Cl)cc1Nc1nc(NCCO)nc(N2CCCC2)n1 | -4 | 9 | 2 | 4 | 0 | 0 | 1 | 0 | 5
COc1ccc(N(CC(=O)NCCSc2ccccn2)S(C)(=O)=O)cc1 | 1 | -6 | -2 | 2 | 2 | 8 | -1 | 0 | -2
CCOc1ccc(NC2=C(OC)C(=O)c3ccccc3C2=O)cc1 | 1 | 9 | -3 | 9 | -14 | 40* | -3 | 6 | 1
Cc1ccc(Nc2nc(-c3sc(NC(=O)c4ccco4)nc3C)cs2)cc1 | -10 | 19 | 17 | 12 | -6 | 2 | 10 | -12 | 15

Only part of the results is shown; count on the stated rates, not on these rows.
